High-throughput results as filed in PubChem BioAssay.
CBFb-RUNX1 inh: qHTS Assay for Compounds Blocking the Interaction Between CBF-beta and RUNX1 for the Treatment of Acute Myeloid Leukemia | Potency, µM (series often up to 59.8 µM), for inactives: at the top dose activity, negative = inhibition, most hits filed as inhibitors | Runt-related transcription factor 1 (Homo sapiens) + Core-binding factor subunit beta … | 230,000 tested, under 10 active | AlphaScreen CBFb-His/RUNX1-biotin binding, biochemical; also: % of control where 0% means no effect
Target sequence (Q01196 whole entry, looked up): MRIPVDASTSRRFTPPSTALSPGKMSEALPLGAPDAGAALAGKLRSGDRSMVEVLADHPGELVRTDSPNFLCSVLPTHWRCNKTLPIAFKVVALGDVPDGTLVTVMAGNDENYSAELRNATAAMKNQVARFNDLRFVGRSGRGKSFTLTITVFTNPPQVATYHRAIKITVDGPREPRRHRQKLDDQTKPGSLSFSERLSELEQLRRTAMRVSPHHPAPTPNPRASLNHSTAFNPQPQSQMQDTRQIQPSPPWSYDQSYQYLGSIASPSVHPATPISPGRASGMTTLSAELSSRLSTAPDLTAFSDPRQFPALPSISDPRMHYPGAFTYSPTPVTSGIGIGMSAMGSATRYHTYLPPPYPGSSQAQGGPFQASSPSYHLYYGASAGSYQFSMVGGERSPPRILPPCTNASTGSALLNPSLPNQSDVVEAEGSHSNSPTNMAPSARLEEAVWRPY
Target sequence (Q13951 whole entry, looked up): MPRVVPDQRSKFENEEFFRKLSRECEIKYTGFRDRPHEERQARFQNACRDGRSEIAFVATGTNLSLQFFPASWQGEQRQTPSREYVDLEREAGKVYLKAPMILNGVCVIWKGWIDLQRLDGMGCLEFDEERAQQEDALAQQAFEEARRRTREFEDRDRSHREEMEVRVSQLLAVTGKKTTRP
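Proteins preincubated together for 20 min at RT before compound addition; 15 min later, nickel and streptavidin beads were added and left 90 min prior to AlphaScreen measurement.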
NPSR antagonist: qHTS Assay for Antagonists of the Neuropeptide S Receptor: cAMP Signal Transduction; Q6W5P4; CHO-NPSR cells, cAMP TR-FRET, antagonist mode; Potency, µM (top dose mostly 38.3 µM), for the others: top-dose activity change, negative = inhibition, hits mostly inhibitors; 220,000 tested, 1% active; also: potency is read from the fitted curve at half-maximal effect; % is scaled to controls: 0 for no effect and ±100 for the full control effect; nearly all actives have a fitted effect of over 50% in size; many of its hits are not listed in these tables
Target sequence (Q6W5P4 whole entry, looked up): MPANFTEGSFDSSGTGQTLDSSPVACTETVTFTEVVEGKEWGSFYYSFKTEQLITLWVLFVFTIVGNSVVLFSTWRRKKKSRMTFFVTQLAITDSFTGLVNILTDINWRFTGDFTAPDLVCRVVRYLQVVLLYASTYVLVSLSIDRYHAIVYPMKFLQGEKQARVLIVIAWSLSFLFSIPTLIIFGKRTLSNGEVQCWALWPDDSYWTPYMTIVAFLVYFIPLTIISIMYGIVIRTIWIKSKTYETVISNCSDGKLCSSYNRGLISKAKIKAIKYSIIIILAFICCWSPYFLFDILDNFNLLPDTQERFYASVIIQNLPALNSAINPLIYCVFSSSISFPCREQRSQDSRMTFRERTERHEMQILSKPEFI
L3MBTL1 inh: qHTS Assay for the Inhibitors of L3MBTL1; AlphaScreen L3MBTL1–H3K9me1 peptide binding; 230,000 tested, 0.66% active; Potency, µM (series often up to 57.1 µM), for the others: at the highest dose activity, negative = inhibition, most hits filed as inhibitors; also: potency is read from the fitted curve at half-maximal effect; % is scaled to controls: 0 for no effect and ±100 for the full control effect; nearly all actives have a fitted effect of over 60% in size
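AlphaScreen proximity signal between nickel-chelate acceptor and streptavidin donor beads (final 10 ug/mL) reports binding of 50 nM L3MBTL1 to 75 nM biotin-H3 K9me1 peptide; complex incubated with compounds 30 min at room temperature; cefsulodin titration as control.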
Epigenetic reg: Quantitative High-Throughput Screen for Regulators of Epigenetic Control; murine LDR cells, GFP reporter derepression, 30 h; Potency, µM (top dose mostly 53.9 µM), for the others: at the highest dose GFP activation, hits mostly activators; 280,000 tested, 0.2% active; AID 1865, 2009; also: potency is read from the fitted curve at half-maximal effect; % of control where 0% means no effect; nearly all actives have a fitted effect of over 60% in size
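Readout is the number of GFP-expressing murine LDR cells, counted by cytometry following washing. Cells were treated with compound for 30 h at 37 C; the stably integrated CMV-GFP locus is normally silent.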
IMPase Li inh: qHTS Assay for Identifying the Cell-Membrane Permeable IMPase Inhibitors: Potentiation with Lithium; 210,000 tested, 0.35% active; Potency, µM (doses to about 59.4 µM), for inactives: at the top dose activity, negative = IMPase inhibition, usual class: inhibitors; AID 1457, 2008; CHO-M1 cells, IP1 TR-FRET (IP-One), carbachol + lithium;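 also: IP1 builds up when IMPase is blocked and the TR-FRET signal falls; potency is read from the fitted curve at half-maximal effect; plate controls were basal vehicle for no effect and high inhibitor control for full effect; nearly all actives have a fitted effect of over 50% in size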
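Lithium-sensitised IP1 accumulation assay; M1-expressing CHO cells treated 30 min at 37C with compound. Competitive antibody detection by time-resolved FRET followed a 10 min room-temperature lysis step.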
HTT aggregate: qHTS Multiplex Assay to Identify Dual Action Probes in a Cell Model of Huntington: Aggregate Formation (GFP). 220,000 tested, 1.1% active. AID 1688, 2009. Potency, µM (series often up to 46.1 µM), for inactives: top-dose activity change, negative = inhibition, hits mostly inhibitors. PC12 HttQ103-GFP aggregates, Acumen cytometry, 40 h; also: potency is read from the fitted curve at half-maximal effect; % is scaled to controls: 0 for no effect and ±100 for the full control effect; nearly all actives have a fitted effect of over 60% in size
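Steps: seed 1500 PC12 HTTQ103-GFP cells/well; add tebufenozide, 100 nM final; add compound titration; add ATPLite reagent; quantify GFP aggregates by laser scanning cytometry.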
KinaseGlo FLuc: Counterscreen for Luciferase (Kinase-Glo TM) Inhibition. Luciferin 4-monooxygenase (Photuris pensylvanica), Q27757. Kinase-Glo luciferase, ATP luminescence, 8 min. Potency, µM (series often up to 38.3 µM), for the others: at the highest dose activity change, negative = inhibition, most hits filed as inhibitors. 200,000 tested, 0.28% active. AID 1379, 2008; also: potency is read from the fitted curve at half-maximal effect; % is scaled to controls: 0 for no effect and ±100 for the full control effect; nearly all actives have a fitted effect of over 60% in size
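Light output from Kinase-Glo luciferase with luciferin and 10 uM ATP in 50 mM imidazole pH 7.2, KCl, MgCl2, Tween 20, BSA; compound pin-delivered, 8-min ambient incubation, then luminescence read.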
* = called active by the depositor; ? = inconclusive; . = not tested or not shown; [ ] = another dose, or the depositor's remark. Calls follow the shape of the dose curve; as a rule, active = well fitted curve in the direction sought with a large enough effect; inconclusive = small, poorly fitted or top-dose-only effect, or another doubt; inactive = no such curve, though single readings can be large; an effect the other way counts as inactive or inconclusive. These rows are one share of the data, so the mix of outcomes need not match the whole.

Under each structure – CBFb-RUNX1 inh	NPSR antagonist	L3MBTL1 inh	Epigenetic reg	IMPase Li inh	HTT aggregate	KinaseGlo FLuc
O=c1c2ccccc2[nH]c(=S)n1-c1cccc(S(=O)(=O)N2CCCC2)c1
→ 1%	?	2%	1.8%	.	-12%	.
CCOC(=O)N1CCN(C(=O)CN(c2cccc(C(F)(F)F)c2)S(C)(=O)=O)CC1
→ 8%	-2%[46.1 µM]	-2%	-1.0%	-4%[38.3 µM]	16%	-2%
COc1ccc(C2Oc3ccccc3C3=C2C(c2cccs2)n2ncnc2N3)cc1 (stereo unspecified)
→ -3%	?	.	0.3%	35%[activator][38.3 µM]	-25%	-1%
COc1ccc2c(c1)c1ccc3c(c1n2C)C(=O)C=CC3=O
→ ?	?	-7%	?	.	-20%[9.22 µM]	.
COc1cccc(NC(=S)N(CCc2c(C)[nH]c3ccccc23)Cc2cccs2)c1
→ 0%[2.36 µM]	-28%	-6%	-2.9%	15%	-26%	0%
COc1ccc2cnn(Cc3ccccc3)c(=O)c2c1OC
→ 2%	-8%[46.1 µM]	0%	-0.5%	.	?	.
CS(=O)(=O)n1nc(-c2ccccc2)nc1NCc1ccco1
→ 10%	-3%[46.1 µM]	-22%	-1.2%	6%	9%	10%
Cc1cc(Nc2ccccc2Cl)n2nnnc2n1
→ 1%	-13%[46.1 µM]	.	0.0%	?	17%[9.22 µM]	6%
CCCCn1nc2cc(C(=O)NCc3ccco3)ccc2c1OCC
→ -6%	-20%[46.1 µM]	-1%	-0.3%	-9%[38.3 µM]	11%	-5%
COc1cccc(C(c2nnnn2CC2CCCO2)N2CCN(C(=O)c3ccco3)CC2)c1OC (stereo unspecified)
→ -2%	-20%	-3%	0.0%	6%	.	2%

(list continues)
Under each structure – CBFb-RUNX1 inh	NPSR antagonist	L3MBTL1 inh	Epigenetic reg	IMPase Li inh	HTT aggregate	KinaseGlo FLuc
CCc1ccc(C(=O)COC(=O)CNC(=O)COc2ccccc2)cc1
→ -10%	6%	1%	-3.8%	8%	4%	-3%
Cc1cc(C)c(NC(=O)c2cn3c4c(c(N5CCN(C)CC5)c(F)cc4c2=O)OCC3C)c(C)c1 (stereo unspecified)
→ 11%	-10%	-1%	0.0%	-8%	3%	-2%
Cc1ccc(S(=O)(=O)CC(CN2CCOCC2)N2CCOCC2)cc1 (stereo unspecified)
→ -1%	4%	-2%	0.0%	1%	.	-1%
Cc1nnc(SCC(=O)NCc2ccccc2)n1-c1ccccc1
→ 1%	0%[46.1 µM]	.	-2.8%	52%[activator][38.3 µM]	2%	-3%
CCCC(=O)Nc1ccc(C(=O)N/N=C2\CC(=O)CC(C)(C)C2)cc1
→ 6%	-2%[46.1 µM]	.	0.2%	-12%[38.3 µM]	12%	3%
CCCNc1nc(Cl)nc(NC(C)(C)C)n1
→ 2%	1%	.	-0.2%	5%	-6%	1%
CN(C)S(=O)(=O)c1cccc(NC(=O)COC(=O)c2cccn2C)c1
→ 2%	6%	-27%	-0.2%	7%	-21%	5%
COc1ccccc1N1CCN(C(=O)c2ccc(NC(C)=O)cc2)CC1
→ -3%	8%[46.1 µM]	2%	3.2%	-7%[38.3 µM]	9%	1%
CC(C)(C)C(=O)NC(=S)Nc1sc2c(c1C(N)=O)CCC2
→ -2%	-14%	-11%	-5.5%	1%	4%	0%
COc1cc(OC)c(C(=O)CCC(=O)O)cc1OC
→ -7%	9%	0%	0.0%	-5%	0%	-1%

Full records from above:
Entry for Cc1cc(C)c(NC(=O)c2cn3c4c(c(N5CCN(C)CC5)c(F)cc4c2=O)OCC3C)c(C)c1 (stereo unspecified) : CBFb-RUNX1 inh = 11%; NPSR antagonist = -10%; L3MBTL1 inh = -1%; Epigenetic reg = 0.0%; IMPase Li inh = -8%; HTT aggregate = 3%; KinaseGlo FLuc = -2%
Entry for COc1cc(OC)c(C(=O)CCC(=O)O)cc1OC : CBFb-RUNX1 inh = -7%; NPSR antagonist = 9%; L3MBTL1 inh = 0%; Epigenetic reg = 0.0%; IMPase Li inh = -5%; HTT aggregate = 0%; KinaseGlo FLuc = -1%
Entry for CCc1ccc(C(=O)COC(=O)CNC(=O)COc2ccccc2)cc1 : CBFb-RUNX1 inh = -10%; NPSR antagonist = 6%; L3MBTL1 inh = 1%; Epigenetic reg = -3.8%; IMPase Li inh = 8%; HTT aggregate = 4%; KinaseGlo FLuc = -3%

Going on with the list:
Under each structure – CBFb-RUNX1 inh	NPSR antagonist	L3MBTL1 inh	Epigenetic reg	IMPase Li inh	HTT aggregate	KinaseGlo FLuc
COc1ccc(N(CC(=O)N2CCN(Cc3ccc4c(c3)OCO4)CC2)S(C)(=O)=O)cc1OC
→ 6%	-12%[46.1 µM]	1%	-2.0%	-5%	-6%	1%
O=C(O)C(=O)/C(=C\c1ccc(Cl)cc1)c1ccc2ccccc2n1
→ 19%	-15%	13%	-3.8%	-11%	-5%	3%
COc1ccc(-c2noc(-c3ccccc3C(=O)NCc3ccco3)n2)cc1
→ 3%	-12%[46.1 µM]	.	-1.1%	13%[38.3 µM]	12%	-29%
CCOc1ccccc1NC(=O)CN1C(=O)C(=O)N(Cc2ccco2)C1=O
→ 0%	-1%	?	1.1%	-5%	3%	-1%
COc1ccccc1OCc1ccc(C(=O)OCC2CCCO2)o1 (stereo unspecified)
→ 6%	-12%[46.1 µM]	0%	2.2%	6%	-6%	7%
COCCCOc1ccnc(CS(=O)c2nc3ccccc3[nH]2)c1C (stereo unspecified)
→ -23%	.	.	0.0%	4%	8%	-5%[39.9 µM]
O=C(Cn1nnc(-c2ccccc2F)n1)NCc1ccco1
→ 3%	13%	-4%[11.4 µM]	-1.2%	-4%	-8%	0%
C[C@@H](O)C#C[Si](C)(C)c1ccccc1
→ -7%	.	.	1.1%	5%	.	-1%
COc1cc(/C=N/NC(=O)COc2ccc(C)cc2)ccc1OC(=O)c1cccs1
→ -5%	-7%	-8%	0.9%	13%	-2%	-3%
CCOC(=O)C1(CC2CC2)CCN(Cc2ccc3cccc(F)c3n2)CC1
→ -1%	51%	-7%	2.2%	30%[activator]	17%[9.22 µM]	-2%

Following part:
Under each structure – CBFb-RUNX1 inh	NPSR antagonist	L3MBTL1 inh	Epigenetic reg	IMPase Li inh	HTT aggregate	KinaseGlo FLuc
CCOC(=O)c1cccc(NC(=O)/C=C/c2ccc3c(c2)OCO3)c1
→ 7%	-15%	6%	11%	8%	-11%	-4%
Cc1ccc2c(c1)N(CC(=O)N1CCCCCC1)C(=O)CO2
→ 2%	-3%[46.1 µM]	3%	1.3%	-1%[38.3 µM]	11%	-4%
O=C(c1ccc(Cl)s1)N1CCc2ccccc21
→ 11%	-12%[46.1 µM]	.	-1.1%	24%[38.3 µM]	2%	-26%
O=C(CSc1nnc(CNC(=O)c2c(F)cccc2Cl)o1)Nc1ccccc1
→ 2%	-14%[46.1 µM]	.	-2.1%	23%[38.3 µM]	10%	-3%
CCOC(=O)C1(C)NC(c2cc(OC)c(OC)c(OC)c2)C2C(=O)N(CC)C(=O)C21 (stereo unspecified)
→ 3%	3%[46.1 µM]	3%	-0.9%	-23%[38.3 µM]	22%	0%
CCOC(=O)N1CCN(C(=O)c2ccc(C#CC3(O)CCCCC3)cc2)CC1
→ 2%	-19%[46.1 µM]	.	-1.1%	33%[activator][38.3 µM]	-5%	3%
CCN1CCN(c2ccc([N+](=O)[O-])c(Sc3nc4ccccc4[nH]3)c2)CC1
→ 1%	0%[46.1 µM]	-12%	0.1%	.	-12%	.
S=c1[nH]nc(-c2cccnc2)n1/N=C/c1ccco1
→ -3%	-13%	?	4.6%	3%	-1%[9.22 µM]	5%
NS(=O)(=O)c1ccc(N=Cc2c(O)n(-c3nccs3)c(=O)c3ccccc23)cc1
→ 6%	19%	-4%	-1.7%	.	14%[9.22 µM]	.
Cn1c(=O)n(C)c2cc([N+](=O)[O-])c(N3CCN(C(=O)c4cccc(Cl)c4)CC3)cc21
→ -6%	5%	-14%	-1.0%	9%	-13%	1%

(further entries)
Under each structure – CBFb-RUNX1 inh	NPSR antagonist	L3MBTL1 inh	Epigenetic reg	IMPase Li inh	HTT aggregate	KinaseGlo FLuc
O=C(/C=C/c1ccco1)Nc1ccc2nn(-c3ccccc3)nc2c1
→ -3%	-17%	-30%	-1.0%	-2%	?	0%
CC(=O)Nc1ccc2c(c1)nc(CCN1CCN(C)CC1)n2C
→ 2%	5%[7.67 µM]	0%	1.9%	-13%[38.3 µM]	7%	-1%
CCOc1ccc(Nc2oc(-c3ccco3)nc2C#N)cc1
→ -3%	-2%[7.67 µM]	-7%	-2.2%	0%[38.3 µM]	?	-1%
CCOC(=O)c1ccc(S(=O)(=O)NNC(=O)COc2ccc(C)cc2)cc1
→ 5%	-4%	3%	1.1%	4%	1%	-1%
COc1ccc(CS(=O)(=O)/C(Cl)=C(/Cl)C(=O)Nc2ccc(OC)nc2)cc1
→ 0%	6.3µM*	.	?	11%[38.3 µM]	?	-7%
O=[N+]([O-])c1ccc2c(c1)ncn2-c1ccccc1
→ 8%	-5%	1%	-1.9%	0%	27%	0%
CC(C)(C)NS(=O)(=O)c1ccc(CCC(=O)O)cc1
→ -5%	-9%[46.1 µM]	.	-1.1%	26%[38.3 µM]	-19%	4%
Cc1cnc(NC(=O)CSC(=S)N2CCOCC2)s1
→ -2%	7%	.	-2.5%	5%	10%	.
NS(=O)(=O)c1cc(C(=O)N=Nc2c(O)[nH]c3ccccc23)ccc1Cl
→ -1%	55%	-10%	1.1%	.	-10%[9.22 µM]	.
CN[C@@H]1[C@H](O[C@H]2[C@H](O[C@H]3[C@H](O)[C@@H](O)[C@H](N=C(N)N)[C@@H](O)[C@@H]3N=C(N)N)O[C@@H](C)[C@]2(O)C=O)O[C@@H](CO)[C@H](O)[C@H]1O
→ -3%	.	.	-1.0%	2%	14%	2%[39.9 µM]
Cc1ccc(C(=O)NNC(=O)c2ccc(SCC3CCCO3)c([N+](=O)[O-])c2)cc1 (stereo unspecified)
→ -4%	-8%[46.1 µM]	3%	0.8%	12%[38.3 µM]	-6%	-2%
CC1CCCN(C(=O)c2ccc3nc[nH]c3c2)C1 (stereo unspecified)
→ 2%	-10%[46.1 µM]	5%	-2.7%	-19%[38.3 µM]	-4%	2%
O=c1[nH]ncc2c3ccccc3n(Cc3ccc(F)cc3)c12
→ -1%	-8%[46.1 µM]	14%	-0.3%	-7%[38.3 µM]	-11%	6%
